AmpC inh detg: blocks E. coli AmpC beta-lactamase in detergent assay; AmpC hydrolysis of nitrocefin, absorbance 480 nm, 0.01% Triton; Potency, µM (titrated, usually from 114 µM), for the others: top-dose activity change, negative = inhibition, hits mostly inhibitors; 370,000 compounds, 0.041% hits; AID 485294; active means well fitted inhibition curve with a large enough effect; inconclusive means small, poorly fitted or top-dose-only effect;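 further: potency means the concentration at half of the fitted maximal effect; 0% = no-compound wells and -100% = no-enzyme wells; nearly all actives have a fitted effect of over 25% in size; some results filed as inactive show a strong effect at the top dose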
Target sequence (P00811 whole entry, looked up): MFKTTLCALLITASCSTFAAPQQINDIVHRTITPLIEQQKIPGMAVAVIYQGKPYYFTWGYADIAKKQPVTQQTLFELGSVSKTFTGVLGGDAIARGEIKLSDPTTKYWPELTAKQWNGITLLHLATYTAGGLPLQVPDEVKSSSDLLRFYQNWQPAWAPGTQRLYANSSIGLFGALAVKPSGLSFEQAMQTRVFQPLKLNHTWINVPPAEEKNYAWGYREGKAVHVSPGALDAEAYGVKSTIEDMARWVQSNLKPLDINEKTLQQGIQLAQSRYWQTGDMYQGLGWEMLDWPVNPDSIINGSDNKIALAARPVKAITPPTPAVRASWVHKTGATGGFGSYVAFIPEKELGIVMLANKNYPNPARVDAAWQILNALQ
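AmpC (5.3 nM in the dispensed reagent) in 20 mM phosphate pH 7.0 with 0.01% (detergent screen) or 0.0001% Triton X-100 was preincubated with compounds for 15 min at room temperature. Nitrocefin was then added from an 800 uM solution, and hydrolysis was followed at 480 nm.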
HCMV antiviral: human cytomegalovirus inhibition. HFF cells, HCMV-luciferase reporter, 72 h; stronger effect = lower value. activity change, negative = inhibition, % at 57.5 µM. 410,000 compounds, 4.5% hits; in the data active means activity change below about -60%; inconclusive means no clear call, values can overlap the other calls; inactive means above about -39%
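Cell-based, HFFs, 1000 cells/well, 16 h 37C; cpds in DMSO + HCMV-luc, MOI 1 PFU/cell; 72 h 37C; OneGlo luminescence after 5 min RT; norm. to buffer vs Salinomycin 10uM.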
Numbers without * were called inactive; ? = inconclusive; + = active, no number; & = joins results of further samples. Unless noted, on the % scale 0 is the no-effect control and ±100 the full control effect. Only part of the results is shown; the hit share may differ from the screen's.

SMILES	AmpC inh detg	HCMV antiviral
CCCOc1ccc(C2C(=O)N(C3CCCCCC3)CC(=O)N2Cc2ccc(OC)cc2)cc1OC (stereo not given)	1%	?
Cc1cc(C)c2c(n1)nn1c(C)c(CCC(=O)NCc3ccc(Cl)cc3)c(C)nc21	22%	13
Cc1nc2sccn2c(=O)c1S(=O)(=O)Nc1ccc(N2CCOCC2)cc1	7%	-17&14
CCOC(=O)c1c(C)oc2nc(C)nc(N3CCN(c4ccccc4)CC3)c12	-4%	?
CC(=O)Nc1ccc(-c2nnc3n(Cc4ccc(C)cc4)c(=O)c4ccccc4n23)cc1	12%	8
CCOC(=O)CNC(=O)c1cc2c(=O)n3cccc(C)c3nc2s1	2%	10
CCC(=O)Nc1ccc(CC)cc1-c1nc2ccccc2n(CC(=O)c2ccc(OC)cc2)c1=O	22%	-7
COc1cccc(C(=O)N2c3nc(-c4ccco4)nn3C3(CCCCC3)[C@@H]3CCCC[C@@H]32)c1	5%	-64*
Cc1ccc(CNC(=O)CCc2cn(Cc3ccc(C)cc3)c3ccccc23)cc1	11%	6
COc1cccc(CNC(=O)c2ccc3c(c2)N(C)C(=O)C2CCCCN32)c1 (stereo not given)	-8%	-9
CC(=O)c1cccc(-n2c(=O)c3c4c(sc3n(Cc3ccccc3Cl)c2=O)CN(C(C)=O)CC4)c1	24%	-1
CCOc1ccc(-c2cc3c(=O)n(CC(=O)NCc4ccc(F)cc4)ccn3n2)cc1	11%	47
CCCN(C(=O)COc1cc(=O)n(CC)c2ccccc12)c1ccc(C(C)C)cc1	-14%	-102*
COc1cccc(-c2n[nH]c3c2C(c2cccc(O)c2)N(C)C3=O)c1 (stereo not given)	-3%	179
CCc1nnc(NC(=O)CSc2nc3c([nH]c4ccccc43)c(=O)n2-c2ccc(F)cc2)s1	-4%	-8
Nc1c(C(=O)NCc2ccc(Cl)cc2)sc2nc(-c3ccc(F)cc3)ccc12	25%	-11
CCc1nn(CC(=O)N(C)Cc2ccccc2)c(=O)c2cc3sccc3n12	12%	3
CC(C)(C)C1CCc2c(sc3nc(-c4cc5cc(Cl)ccc5oc4=O)[nH]c(=O)c23)C1 (stereo not given)	24%	-22
CC(=O)c1ccc(NC(=O)c2cccc(NC(=O)N3CCSc4ncccc43)c2)cc1	20%	0
Cc1oc2ccc(O)c(CN3CCCC3)c2c1C(=O)Nc1cccc(Cl)c1C	12%	-6
Cc1ccc(CNC(=O)c2cc(C3CC3)nc3c2c(C)nn3-c2cccc(Cl)c2C)cc1	22%	-3
Cc1cc2c(cc1NS(=O)(=O)c1ccc(F)cc1)n(C)c(=O)c(=O)n2C	-2%	33
COc1ccc(OC)c(Nc2sc(C(=O)c3ccccc3)c(N)c2S(=O)(=O)c2ccccc2)c1	5%	-3
Cc1ccc(-n2cnc3cc(C(=O)NCc4ccc(F)cc4)ccc32)c(C)c1	4%	-20
Cc1ccc(NC(=O)COc2ccc3oc4c(c3c2)CCCC4)cc1C	18%	-5
O=C(Nc1ccccc1)N(Cc1c[nH]c2ccccc12)C1CCCCCC1	-3%	31
CCc1ccc(NC(=O)CSc2nc(-c3ccccc3)no2)cc1	2%	30
CCC1CN(C(=O)N2CCC(C(=O)N3CCN(c4ccccc4)CC3)CC2)c2ccccc2O1 (stereo not given)	6%	-17
CCCc1nn2c(=O)cc(COC(=O)c3cccs3)nc2s1	-6%	17
COc1ccccc1N1CCN(C(CNC(=O)C(=O)NCCN(C)C)c2cccnc2)CC1 (stereo not given)	16%	7
COc1cccc(-n2c(SCC(=O)c3ccccc3)nc3c([nH]c4ccccc43)c2=O)c1	11%	32
CCOCCCNC(=O)c1cc2c(=O)[nH]c3ccccc3c2n1C	0%	-4
CCSC1=NC2(CCN(C(=O)NC3CCCCC3)CC2)N=C1c1ccc(C)c(C)c1	14%	-7
Cc1ccc(-c2nc3ccccc3o2)cc1NC(=O)Cc1ccc(Cl)cc1	10%	6
Cc1c(C(=O)Nc2cccc(Cl)c2)oc2ccc(S(=O)(=O)N3CCOCC3)cc12	3%	4
CCOC(=O)C1CCN(c2c(C(=O)c3ccc(OC)cc3)cnc3ccccc23)CC1	21%	-8
CCOc1ccc(-c2cc(C(=O)NCCc3ccccc3)c3c(-c4ccc(C)cc4)[nH]nc3n2)cc1	-1%	-17
CCOC(=O)c1ccccc1NC(=O)N1CCN(Cc2cc(=O)n3nc(-c4ccccc4)sc3n2)CC1	19%	5
CCOc1ccccc1NC(=O)CCc1c(C)nn(-c2ccc(N3CCOCC3)nn2)c1C	0%	-3
COc1cc(C(=O)N2CCN(CCc3ccccn3)CC2)cc(OC)c1OC	15%	11
COCc1cc(C)n(CC(=O)Nc2ccc(NC(C)=O)cc2)c(=O)c1C#N	6%	6
Cc1ccc(Cl)cc1N1CCN(C(=O)Cc2c(C(=O)O)c(C)cn2C)CC1	-9%	2
CCc1nn2c(=O)cc(COC(=O)c3ccco3)nc2s1	1%	-9
COc1ccc(Nc2cc(C)c3cc(NC(=O)COc4cccc(C)c4)ccc3n2)cc1	6%	-39
O=C(Cn1cc(C(=O)c2ccco2)c2ccccc21)Nc1ccccc1Cl	20%	-22
Cc1ccc(NC(=O)Cn2cc(C(=O)C3CCCCC3)c3ccccc32)c(C)c1	16%	-6
Cc1cccc2sc(N(Cc3cccnc3)C(=O)c3cccs3)nc12	-1%	-9
Cc1ccc(-c2nc3cccc(C)n3c2Nc2ccc3c(c2)OCO3)o1	-3%	4
COc1ccc(CNC(=O)c2ccc3c(c2)NC(=O)C(CS(=O)(=O)Cc2ccccc2Cl)N3)cc1 (stereo not given)	1%	-2
CCc1ccccc1NC(=O)Nc1ccc2snnc2c1	20%	-70*
O=C1CC(c2ccc(Br)cc2)c2c(c3ccccc3oc2=O)O1 (stereo not given)	-7%	-5
COc1ccc(NC(=O)N2CCN(c3cc(-c4noc(C)n4)ccc3C)CC2)c(OC)c1	5%	11
CCn1c(C(=O)N2CCCC(C(=O)N3CCN(c4ccccc4)CC3)C2)cc2sccc21 (stereo not given)	-1%	-22
COc1cccc(-c2cc(C(=O)Nc3cc(OC)c(OC)c(OC)c3)on2)c1	-5%	-13
COc1ccc(OCCCn2c(=O)oc3ccc(C)cc32)cc1	-5%	6
CCc1ccc(-n2c(=O)c3c4c(sc3n(Cc3ccccc3C#N)c2=O)CCC4)cc1	0%	11
CCN(C(=O)CSc1nc2ccccc2n1CC(=O)N1CCCC(C)C1)c1ccccc1 (stereo not given)	-2%	-10
Cn1cc(C(c2ccccc2)c2ccc(Cl)s2)c2ccccc21 (stereo not given)	-9%	22
Cc1cc2oc(C(=O)N(Cc3ccc(N(C)C)cc3)CC3CCCO3)c(C)c2cc1Cl (stereo not given)	25%	-2
O=C(NCCc1csc(-c2cccc(F)c2)n1)c1cccs1	19%	-15

Continued:
SMILES	AmpC inh detg	HCMV antiviral
CCOC(=O)c1noc2ncn(CC(=O)Nc3cccc(Cl)c3)c(=O)c12	2%	4
CCOC(=O)c1c(C)[nH]c(C)c1S(=O)(=O)N1CCC(C(=O)Nc2ccc(C)cn2)CC1	6%	-11
CCc1c(C)sc2c1CCN(C(=O)Nc1ccccc1C(=O)OC)C2c1ccc(OC)cc1 (stereo not given)	9%	7
CCOc1ccc(CNC(=O)C2CCCN(c3nn4cc(-c5ccc(F)cc5)nc4s3)C2)cc1 (stereo not given)	17%	+
COc1cccc(NC(=O)Cn2cc(C(=O)c3ccco3)c3ccccc32)c1	22%	10
COc1ccc(C(=O)Nc2ccccc2SCc2cc(=O)c3cccc(C)c3[nH]2)cc1	19%	38
Cc1ccc(NC(=O)CSc2nc(-c3ccc(F)cc3)cc(C(F)(F)F)c2C#N)cc1	20%	19
CCN(CC)c1ccc(NC(=O)c2c(C)nn(-c3ccc(F)cc3)c2-n2cccc2)c(C)c1	15%	-36
Cc1cc(C)c(NC(=O)CN2c3ccccc3S(=O)(=O)c3ccccc32)c(C)c1	23%	24
Cc1ccc(-c2nc3sccn3c2Nc2ccccc2C)cc1	2%	23
COc1ccc2c(c1)c(=O)c(S(=O)(=O)c1ccc(Cl)cc1)cn2Cc1cc(C)ccc1C	-1%	-11
Cc1c(Cl)cccc1NC(=O)COCc1cc(-c2ccc3c(c2)OCO3)on1	5%	10
O=C(Cn1cnc2c(nc3n2CCCCC3)c1=O)Nc1ccc(F)c(Cl)c1	-5%	10
Cc1ccc(Sc2c(C)nn(C(=O)c3ccc(Cl)cc3)c2C)cc1	8%	21
COc1cc(NC(=O)CSc2nc3nc(C)c(Cc4ccccc4)c(C)n3n2)cc(OC)c1	11%	15
Cc1cccc(OCC(=O)Nc2cccc(C(=O)OCc3cc(=O)n4nc(C(C)C)sc4n3)c2)c1	-3%	71
CCc1ccccc1NC(=O)Nc1cc(C(=O)NCc2ccc(OC)cc2)ccc1N1CCCC1	-4%	19
COc1cc(C(=O)Nc2ccc3oc(-c4ccccc4)nc3c2)cc(OC)c1OC	15%	-81*
O=C1CCSc2ccc(S(=O)(=O)Nc3ccc(Cl)c(C(F)(F)F)c3)cc2N1	17%	6
O=c1c2ccccc2n(Cc2c(F)cccc2Cl)c(=O)n1Cc1ccccc1	3%	2
CCOc1ccc(N(C)C(=O)CS(=O)(=O)c2cccc3nsnc23)cc1	3%	38
O=S(=O)(c1ccc2c(c1)CCN2)N1CCCCCC1	0%	56
COc1ccc(C2=C(Nc3ccc(C)c(C)c3)c3ccccc3C2=O)cc1	-4%	-10
CCc1ccc(N2C(=O)CN(S(=O)(=O)CC)CC2(C)C(=O)NC2CCCCC2)cc1 (stereo not given)	-7%	0
CCn1c(CN2CCCCC2)nc2cc(NC(=O)COc3ccc([N+](=O)[O-])cc3)ccc21	-2%	-23
Cc1c(C(=O)OC2CCC(C)CC2)[nH]c2c1C(=O)CC(c1ccc(F)cc1)C2 (stereo not given)	1%	-9
CSc1cccc(NS(=O)(=O)c2cn(C)c(C)n2)c1	26%	7
CC1=C(c2ccc(C)c(C)c2)S(=O)(=O)N=C1N1CCC(C(=O)NCCc2ccc(Cl)cc2)CC1	18%	-18
O=C(CSc1nnc(-c2ccc(F)cc2)o1)N1CCCc2ccccc21	-1%	-14
COc1ccc(S(=O)(=O)NCC(c2ccc(N(C)C)cc2)N2CCc3ccccc32)cc1OC (stereo not given)	0%	34
COc1ccc2nc(N3CCN(C(=O)CS(=O)(=O)c4ccc(C)cc4)CC3)sc2c1	3%	-64*
Cc1ccc(N(CC(=O)NCCc2ccccc2C)S(=O)(=O)N(C)C)cc1	-9%	-13
O=C(CN1N=C(c2ccc(Cl)cc2)CCC1=O)NCCc1ccccc1	4%	-26
Cc1ccc(-c2ccc(=O)n(CC(=O)NCCc3ccc(Cl)cc3)n2)cc1	3%	3
CN1c2ccccc2-c2nc(SCC(=O)Nc3ccccc3)ncc2S1(=O)=O	-2%	-4
COc1cccc(CNCc2cccn2-c2nnc(N3CCN(c4ccccc4)CC3)s2)c1	0%	-28
CCN(CC)c1nn2c(=O)c(C(=O)NCCc3ccccc3)cnc2s1	15%	4
O=C(NCCN1CCN(c2cccc(Cl)c2)CC1)C1COc2ccccc2C1 (stereo not given)	-2%	10
Cc1ccc(S(=O)(=O)NCCc2cn3c(C)csc3n2)cc1	3%	-15
CCOC(=O)c1c(C)[nH]c(C)c1S(=O)(=O)N(C)CC(=O)Nc1cccc(C(F)(F)F)c1	0%	-21
CCN(c1ccc(OC)cc1)S(=O)(=O)c1nnc(NC(=O)c2ccccc2C)s1	1%	6
COc1ccccc1CNC(=O)c1ccccc1NC(=O)c1nsc2ccccc12	21%	13
Cc1cccn2c(=O)c3cc(C#N)c(=O)n(-c4nnc(SCc5ccccc5F)s4)c3nc12	3%	-13
CCOc1ccccc1NC(=O)c1sc2nc3n(c(=O)c2c1C)CCCCC3	15%	7
Cc1ccc(C)c(N2CCN(C(=O)Cn3c(-c4cccs4)cc4ccccc43)CC2)c1	-1%	5

An excerpt of these results, with bars between the fields:
Compound | AmpC inh detg | HCMV antiviral
COc1ccc(S(=O)(=O)NCC(c2ccc(N(C)C)cc2)N2CCc3ccccc32)cc1OC (stereo not given) | 0% | 34
COc1ccc2nc(N3CCN(C(=O)CS(=O)(=O)c4ccc(C)cc4)CC3)sc2c1 | 3% | -64*
Cc1ccc(N(CC(=O)NCCc2ccccc2C)S(=O)(=O)N(C)C)cc1 | -9% | -13
O=C(CN1N=C(c2ccc(Cl)cc2)CCC1=O)NCCc1ccccc1 | 4% | -26
Cc1ccc(-c2ccc(=O)n(CC(=O)NCCc3ccc(Cl)cc3)n2)cc1 | 3% | 3
CN1c2ccccc2-c2nc(SCC(=O)Nc3ccccc3)ncc2S1(=O)=O | -2% | -4
COc1cccc(CNCc2cccn2-c2nnc(N3CCN(c4ccccc4)CC3)s2)c1 | 0% | -28
CCN(CC)c1nn2c(=O)c(C(=O)NCCc3ccccc3)cnc2s1 | 15% | 4
O=C(NCCN1CCN(c2cccc(Cl)c2)CC1)C1COc2ccccc2C1 (stereo not given) | -2% | 10
Cc1ccc(S(=O)(=O)NCCc2cn3c(C)csc3n2)cc1 | 3% | -15
CCOC(=O)c1c(C)[nH]c(C)c1S(=O)(=O)N(C)CC(=O)Nc1cccc(C(F)(F)F)c1 | 0% | -21
CCN(c1ccc(OC)cc1)S(=O)(=O)c1nnc(NC(=O)c2ccccc2C)s1 | 1% | 6
COc1ccccc1CNC(=O)c1ccccc1NC(=O)c1nsc2ccccc12 | 21% | 13
